Source: PubChem
GC-A act = GC-A (human) enzyme activation. P16066. HEK293 GC-A cells, cGMP TR-FRET, EC30 ANP; 0% at EC30 ANP, 100% saturating ANP. activation, % at 10 µM. 370,000 tested, 0.14% active; in the data active means activation above about 40%
rCAG RNA binder = molecules binding r(CAG) RNA repeats | 370,000 tested, 1.3% active | AID 651821 | inhibition, % at 3 µM | r(CAG) RNA repeat, TO-PRO-1 dye displacement fluorescence;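 active means inhibition above the plate cutoff, the mean of all test compounds on that plate plus 3 SD, cut at about 35% in these data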;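 further: 0% = DMSO alone and 100% = 100 µM mitoxantrone as full dye displacement; higher means more dye released from RNA so lower well fluorescence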
HGIII-sPLA2 inh = Blocks human group III sPLA2 activity; Q9NZ20; QFRET BODIPY PC-A2 liposome hydrolysis, fluorescence; inhibition, % at 12.2 µM; 370,000 tested, 0.56% active; AID 743126;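 active means inhibition above mean plus 3 SD of compounds lying within the high and low control bounds, cut at about 19% in these data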;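 further: 0% = median of test compound wells and 100% = no enzyme DMSO wells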
Target sequence (Q9NZ20 whole entry, looked up): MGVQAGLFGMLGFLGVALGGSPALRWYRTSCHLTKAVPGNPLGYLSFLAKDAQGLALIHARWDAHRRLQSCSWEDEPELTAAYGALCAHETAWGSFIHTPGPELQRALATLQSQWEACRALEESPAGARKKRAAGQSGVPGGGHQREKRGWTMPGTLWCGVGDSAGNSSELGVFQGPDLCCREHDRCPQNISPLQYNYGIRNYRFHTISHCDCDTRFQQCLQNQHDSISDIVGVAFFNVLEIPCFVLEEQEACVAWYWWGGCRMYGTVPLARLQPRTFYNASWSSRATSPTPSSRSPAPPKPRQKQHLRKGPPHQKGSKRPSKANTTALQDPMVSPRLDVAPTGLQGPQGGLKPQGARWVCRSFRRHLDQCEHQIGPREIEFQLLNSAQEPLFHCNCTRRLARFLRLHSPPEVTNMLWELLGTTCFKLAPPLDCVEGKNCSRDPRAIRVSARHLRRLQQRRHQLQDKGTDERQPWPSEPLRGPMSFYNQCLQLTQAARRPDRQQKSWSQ
proKLK7 act = activates the human kallikrein-7 zymogen; purified proKLK7, EDANS-DABCYL substrate fluorescence; 100% is mature enzyme control, 0% vehicle; activation, % at 7 µM; 370,000 tested, 0.9% active;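 active means activation above the mean of all tested compounds plus 3 SD, computed per campaign excluding outliers beyond control limits, cut at about 13% in these data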
ARFGAP1 inhibitor = inhibits rat ARF GTPase activating protein 1; Arfgap1-stimulated ARF1 GTP hydrolysis, GDP FP detection; Q62848; AID 651572; inhibition, % at 16.5 µM; 360,000 tested, 0.26% active;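 active means inhibition above a per-plate limit, mean inhibition of low control wells plus 3 SD, cut at about 25% in these data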;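 further: 0% = DMSO wells with enzyme and 100% = wells lacking Arfgap1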
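System: truncated rat Arfgap1 GAP domain / Medium: HEPES-based buffer, pH 7.5 / Also added: N-terminally truncated human ARF1-GTP substrate / Incubation: enzyme reaction 120 min at 25 °C after 20 min preincubation / Measured by: FP of antibody-bound GDP Alexa 633 tracer, ex 620/em 688 nm / Replicates: singlicate, each compound tested once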
GAA850 FXN act = frataxin GAA850 promoter activation | HEK293 lucGAA850 FXN promoter luciferase reporter, 24 h; percent of 10 µM SAHA response | activation, % at 6 µM | 360,000 tested, 0.56% active | AID 540364;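 active means activation above the average of all compounds screened plus 3 SD, cutoff fixed separately per campaign, cut at about 7.5% in these data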;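 further: 0% = DMSO wells and 100% = 10 µM SAHA wells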
NPR2 activator = GC-B (human) receptor activation; P20594; HEK293-GC-B cells, CNP EC30, cGMP TR-FRET; 0% at EC30 CNP, 100% saturating CNP; 370,000 tested, 0.11% active; activation, % at 10 µM;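 active means activation at 10 µM reaching about 35% in either raw or pattern-adjusted values, limit read from the data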
ASAP1 GAP inh = ASAP1 ArfGAP inhibition; ASAP1-stimulated ARF1 GTP hydrolysis, GDP FP detection; inhibition, % at 16.5 µM; 360,000 tested, 0.19% active; in the data active means inhibition above about 25%;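 further: 0% = vehicle with enzyme and substrate and 100% = no enzyme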
Tn6 DDE FP = DD(E)-Tn6 binding inhibition, primary FP screen. P02675. Fibrin DD(E) TRITC-Tn6 fluorescence polarization displacement. inhibition, % at 8.3 µM. 370,000 tested, 0.21% active;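 active means inhibition above a per-campaign cutoff: mean of compounds within control limits plus 3 SD, cut at about 15% in these data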;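 further: 0% = median of all compound wells on the plate and 100% = blocking peptide control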
Target sequence (P02675 whole entry, looked up): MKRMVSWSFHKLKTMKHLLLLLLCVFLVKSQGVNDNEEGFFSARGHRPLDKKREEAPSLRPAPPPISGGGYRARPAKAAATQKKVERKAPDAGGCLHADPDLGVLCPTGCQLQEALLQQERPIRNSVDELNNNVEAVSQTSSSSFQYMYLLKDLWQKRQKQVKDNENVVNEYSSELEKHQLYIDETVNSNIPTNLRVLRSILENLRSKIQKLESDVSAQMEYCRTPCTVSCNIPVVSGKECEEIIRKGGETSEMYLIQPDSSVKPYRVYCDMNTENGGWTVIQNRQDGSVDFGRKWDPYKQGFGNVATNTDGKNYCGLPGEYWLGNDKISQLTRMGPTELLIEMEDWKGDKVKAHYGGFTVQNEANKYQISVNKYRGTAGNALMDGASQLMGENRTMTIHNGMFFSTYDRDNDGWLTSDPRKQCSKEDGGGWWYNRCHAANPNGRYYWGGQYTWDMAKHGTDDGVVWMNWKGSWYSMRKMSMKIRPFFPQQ
ADAM10 inh = inhibits human ADAM10. O14672. recombinant ADAM10, EDANS/DABCYL FRET peptide cleavage, 3 h. inhibition, % at 7 µM. 370,000 tested, 0.62% active. AID 720582;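 active means inhibition above a per-campaign cutoff equal to the mean of compounds falling between control-based bounds plus 3 SD, cut at about 20% in these data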;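 further: 0% = DMSO wells while the 100% control is not disclosed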
An asterisk follows results filed as active; · = not tested or not shown.

SMILES	GC-A act	rCAG RNA binder	HGIII-sPLA2 inh	proKLK7 act	ARFGAP1 inhibitor	GAA850 FXN act	NPR2 activator	ASAP1 GAP inh	Tn6 DDE FP	ADAM10 inh
CC(=O)Nc1ccc(N2CCN(C(=O)c3cccs3)CC2)cc1	3	-6	10	0.2	12	0.2	-6	-10	-1	-8
CN(C(=O)c1ccccc1C(=O)OCC(=O)Nc1ccccc1)c1ccccc1	2	-1	-1	-0.4	3	0.0	-9	11	0	-13
Cc1ccc(OCC(=O)Nc2ccc(F)cc2)cc1C	1	-4	-2	-0.1	-5	-1.0	-2	-1	-4	-2
Oc1ccc(C[C@@H]2CNCCN2CC2CCCCC2)cc1	3	11	16	0.4	0	1.8	5	5	5	-10
O=C(C[n+]1cc(Br)cc(Br)c1)c1ccc(Cl)cc1	9	9	2	-0.4	15	1.2	6	-3	0	-6
Cc1ccc(C(=O)NNC(=O)c2ccc3ncccc3c2)cc1	1	0	1	0.1	3	-0.5	-2	-13	-4	-5
CCOC(=O)CSc1nc(N)c(C(=O)Nc2ccc(N(C)C)cc2)s1	-7	0	-1	-0.3	-16	-2.4	-3	4	-2	3
CC(=O)c1csc(COc2cc(Cl)cc(Cl)c2)n1	-7	-4	15	0.1	12	0.6	-3	-5	-1	-8
O=CN1CCCN(Cc2nc(-c3cccc(Cl)c3)no2)CC1	0	-6	13	-0.1	14	4.1	-5	-1	-1	-4
C=CCC[C@H](Cc1ccc(F)cc1)C(=O)O[C@H](CNC(=O)[C@@H](CC=C)CC(=O)N(CCO)Cc1ccccc1)c1ccccc1	-5	4	-21	0.5	18	-0.7	1	-5	7	14

Reprinted from the part before: 3 compounds, then new ones.
SMILES	GC-A act	rCAG RNA binder	HGIII-sPLA2 inh	proKLK7 act	ARFGAP1 inhibitor	GAA850 FXN act	NPR2 activator	ASAP1 GAP inh	Tn6 DDE FP	ADAM10 inh
CC(=O)c1csc(COc2cc(Cl)cc(Cl)c2)n1	-7	-4	15	0.1	12	0.6	-3	-5	-1	-8
O=CN1CCCN(Cc2nc(-c3cccc(Cl)c3)no2)CC1	0	-6	13	-0.1	14	4.1	-5	-1	-1	-4
C=CCC[C@H](Cc1ccc(F)cc1)C(=O)O[C@H](CNC(=O)[C@@H](CC=C)CC(=O)N(CCO)Cc1ccccc1)c1ccccc1	-5	4	-21	0.5	18	-0.7	1	-5	7	14
O=c1c2cc(NC(=S)NCc3ccccn3)ccc2nc2n1CCCCC2	-4	0	0	2.3	9	1.8	7	5	-6	-16
CC(C)(C)NC(=O)Cn1nc(C(F)(F)F)c2c1CCCC2	-1	-3	-1	0.0	-1	-1.2	-3	-1	6	-7
O=C(NCc1cccnc1)C1c2ccccc2C(=O)N1Cc1ccccc1 (stereo not given)	-6	3	2	0.0	-3	-1.2	-3	0	8	-2
CCOc1ccc(S(=O)(=O)NCc2ccccc2)cc1C(N)=O	2	-1	-6	-0.4	-2	-0.5	0	-12	2	4
C=CCc1cc(C=O)cc(OC)c1OCc1ccc(C(=O)O)cc1	0	8	-3	-0.5	-6	1.9	-2	-11	2	-21
Cc1ccc(N(C(=O)c2snc(C(N)=O)c2N)C(C(=O)NC2CCCC2)c2ccco2)cc1 (stereo not given)	-10	3	-5	-1.5	10	4.1	-11	8	1	-31
CCCN1CCN(c2ccc([N+](=O)[O-])cc2C#N)CC1	4	-2	3	-0.3	7	1.1	3	-1	-3	1
O=C1CCCN1CC(O)CS(=O)(=O)Cc1ccc(Cl)c(Cl)c1 (stereo not given)	2	4	19	-0.7	3	2.2	-1	2	-3	2
CC1CCCN(C(=O)CN2C(=O)NC(C)(c3ccc4ccccc4c3)C2=O)C1 (stereo not given)	3	-1	-10	0.1	5	-1.1	-1	0	0	-1
COc1cccc(COC(=O)C2CC(=O)N(Cc3ccccc3)C2)c1OC (stereo not given)	1	2	7	0.0	4	0.5	7	-2	0	1
CCC(CC)Nc1ccc(C(CC(N)=O)NC(=O)c2ccccc2)cc1[N+](=O)[O-] (stereo not given)	-1	0	-6	-0.3	4	1.9	6	7	-1	-4
COc1ccc(Cc2nnc(SCC(=O)c3ccccc3)o2)cc1	0	2	-46	-0.4	-2	0.2	1	-6	6	3
CC(C)OC(=O)C1C(=O)CC(C)(O)C(C(=O)OC(C)C)C1c1ccc(F)cc1 (stereo not given)	-7	-6	1	-0.1	15	-0.7	3	-5	0	-5
COc1ccc(NC2=NCC(=O)N2c2ccccc2)c(OC)c1	2	-1	-4	0.6	-3	0.2	-1	-9	-5	3
Cc1ccc(C(=O)Cn2c(C(=O)OCCO)cc3ccccc32)cc1	-4	1	-22	-0.2	3	-1.6	-5	16	7	10
O=C(O)c1ccccc1COc1ccccc1Cl	0	5	-2	0.4	0	-0.2	7	-2	0	4
CCOC(=O)c1cnc(SCC(=O)N2CCN(c3ccccc3)CC2)nc1N	-1	-5	-6	0.8	2	0.8	3	15	-2	0
CC1CC(=O)Nc2ccccc2N1S(=O)(=O)c1ccccc1 (stereo not given)	·	-4	7	0.2	4	1.4	·	-10	6	-10
O=C(CCC(=O)Nc1ccccc1)NNC(=O)C(c1ccccc1)c1ccccc1	1	-2	6	0.0	2	-1.9	-1	3	-2	-8
CCOC(=O)n1c2ccccc2c(=O)n1CCO	2	3	2	0.8	2	·	10	-12	7	-2
NC(Cc1ccccc1)c1csc(Nc2ccc(C(F)(F)F)cn2)n1 (stereo not given)	3	13	6	0.6	-6	2.4	0	1	2	2
Cc1ccc(-c2nc(C=Nc3ccccc3)c(O)o2)cc1	3	4	-2	-0.5	-3	2.6	-5	13	5	4
COc1cccc(Oc2nccc(N(C)C)c2C#N)c1	0	-1	-2	-0.5	-1	3.3	5	1	-1	-2
Cc1ccc(NC(=O)C(=O)NCC2CCCO2)cc1C (stereo not given)	1	-4	1	0.3	6	2.5	2	-5	1	-3
CCN(CC)CCNC(=O)c1nn(-c2ccc(C)cc2)c(=O)c2c1c1ccccc1n2C	1	-1	-9	1.7	-3	2.6	-5	1	4	-92
Cc1ccccc1CN1C(=O)CSc2ccc(C(=O)N3CCOCC3)cc21	-3	-9	2	-0.2	6	-1.7	1	4	2	10
COc1ccc(Cl)cc1NC(=O)CCN1C(=O)NC(C)(C)C1=O	2	0	3	0.8	-4	-0.5	4	-15	1	3
CC(Oc1ccc2ccccc2c1)C(=O)N/N=C/c1cccnc1 (stereo not given)	4	0	-6	0.5	1	-0.6	-3	0	7	-1
COc1ccc2cc(-c3[nH]ncc3CNCCn3nc(C)cc3C)ccc2c1	-52	-6	-14	-0.5	-1	1.6	-19	0	-1	-2
CC(C)(C)c1ccc(S(=O)(=O)N2CCC(c3cn4ccccc4n3)CC2)cc1	-2	7	-15	-1.4	·	·	-1	·	5	-44
CCCCCCCCN1C(=O)[C@@H](CC(=O)NCCc2ccccc2OC)C[C@@]2(C(=O)OC)C1=C[C@H](C1CCCC1)O[C@@H]2C	-4	1	-4	-0.5	0	·	-3	5	10	-3
CCSc1nnc(NC(NC(C)=O)(C(F)(F)F)C(F)(F)F)s1	3	0	2	-0.6	3	0.1	1	6	3	1
CC(C)(C)c1ccc(C(=O)NCCC(=O)NNC(=O)COc2ccc(F)cc2)cc1	1	1	-15	0.1	-16	-1.3	-11	-3	10	-2
O=C(N/N=C/C1=Cc2ccccc2OC1)c1ccncc1	-3	-2	-2	-9.6	-4	0.4	-6	-1	0	-2
Cc1nc(-c2ccccc2O)n(S(=O)(=O)N(C)C)n1	0	-1	-2	0.4	5	1.2	-1	-6	-4	0
COc1ccc(C(=O)Nc2c(N)nc(SCC(=O)Nc3ccc(NC(C)=O)cc3)[nH]c2=O)cc1OC	3	4	2	0.0	-6	0.1	2	-12	-1	-3
C=CCCC(=O)Nc1nc(C)c(-c2csc(Nc3ccccc3OC)n2)s1	-3	20	-4	0.0	9	-5.3	-3	9	1	4
O=C(NCc1nc2ccccc2[nH]1)C1=C[C@H](c2ccc3c(c2)OCO3)C[C@H](OCc2ccc(CO)cc2)O1	0	7	-26	-0.5	-6	-0.5	3	7	-7	9
Cc1cccc(NC(=O)Cc2nnc(NC(=O)Nc3ccccc3F)s2)c1	0	3	-11	0.3	-6	1.9	-4	-9	1	1
CN1CCN(NC(=O)c2ccc(Cl)s2)CC1	-1	0	13	0.2	10	-0.9	-2	-5	-11	-5
N#Cc1c(N)nc2c3c(sc(=N)c2c1N)NC(=O)CC3c1ccccc1 (stereo not given)	-37	18	-1	-0.2	6	7.5	-18	0	3	-39
CCCCOc1ccccc1N1CCN(CCCN2C(=O)C3CCCN3C2=O)CC1 (stereo not given)	1	-9	6	0.3	4	0.4	5	-3	3	-10
O=[N+]([O-])c1ccc(N2CCOCC2)cc1	-2	1	4	-0.5	2	-0.8	-1	-7	-1	-3
O=C1CCC(C(=O)N2CCCC2)CN1Cc1cccc(C(F)(F)F)c1 (stereo not given)	0	-3	0	-0.9	4	0.9	3	10	-1	-11
O=C(Nc1ccc(N2CCN(C(=O)c3ccco3)CC2)cc1)c1ccccc1	-6	5	5	-0.7	4	-0.4	-2	10	-4	2
Cc1cc(C(=O)Cn2cc([N+](=O)[O-])ccc2=O)c(C)n1CC1CCCO1 (stereo not given)	-2	-4	12	-0.4	5	-0.1	8	-2	-6	-6
Cc1cc(C)c(NC(=O)COc2ccc(-n3cnnn3)cc2)c(C)c1	-2	3	3	0.5	14	-0.8	8	4	-1	4
Cc1ccc(C(=O)Oc2ccc(-c3nccc(-c4ccccn4)n3)cc2)cc1	3	-1	0	-0.3	-6	0.0	3	-15	6	1
CS(=O)(=O)c1cccc(-c2nnc(NC(=O)c3ccc(S(=O)(=O)N4CCCC4)cc3)o2)c1	1	32	-13	0.2	9	-0.4	0	-6	-4	8
CCCCc1ccc(NC(=O)CSc2nnc(C)c(=O)n2N)cc1	0	3	1	0.1	-1	2.4	1	13	-7	-10
(next part)
SMILES	GC-A act	rCAG RNA binder	HGIII-sPLA2 inh	proKLK7 act	ARFGAP1 inhibitor	GAA850 FXN act	NPR2 activator	ASAP1 GAP inh	Tn6 DDE FP	ADAM10 inh
Cc1ccc(C(=O)COC(=O)c2cc(Cl)ccc2O)cc1[N+](=O)[O-]	-6	2	-7	0.7	4	0.4	-5	-5	5	-15
CC(=O)Nc1c(C)ccc2nsnc12	1	0	2	1.3	4	-2.2	3	-4	2	-5
CCc1nnc(NC(=O)c2ccc(S(=O)(=O)N(CC)Cc3ccccc3)cc2)o1	-2	29	-16	0.0	-1	-2.6	-2	0	-2	8
COc1ccc(S(=O)(=O)NCCSCc2ccco2)cc1OC	1	9	-11	-0.7	12	0.2	1	-2	0	-4
COc1cc(NC(=O)Nc2ccc3c(c2)OCO3)cc(OC)c1OC	0	0	-4	-0.6	-3	2.5	6	20	1	1
O=C(OCc1cn([C@@H]2CN(Cc3cccs3)[C@@H](c3ccccc3)C[C@H]2O)nn1)c1ccccc1	-2	3	-7	-0.1	4	-0.6	-2	19	0	-6
Cc1cc(C(=O)Nc2ccccc2)oc(=O)c1	0	-4	3	0.2	-2	1.5	6	5	-5	0
Cc1onc(-c2ccccc2Cl)c1C(=O)NCCN1CCOCC1	1	-4	0	0.7	-2	-0.9	1	-3	1	7
